Hep lipid drop – inhibitors of hepatocyte lipid droplet formation, primary screen, imaging, high-throughput imaging, BODIPY stain. AML12 mouse hepatocytes, oleate lipid droplets. inhibition, % at 6.5 µM. 0.4% of 240,000 active. AID 1656, 2009;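 active = lipid droplet intensity inhibited by at least 50%, with more than 500 cells counted; inconclusive = wells with under 300 cells, treated as cytotoxic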
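Assay system: AML12 mouse liver cells | Compound dosing: One dose, 6.5 µM compound | Read-out basis: Droplet intensity reduction, % inhibition | Measured by: Fluorescence imaging, 20x objective, two fields per well | Schedule: Overnight treatment with compound plus oleate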
LYP phosphatase – inhibitors of LYP phosphatase, biochemical, fluorescence intensity, uHTS (AID 1779). 0.054% of 290,000 active. Tyrosine-protein phosphatase non-receptor type 22 (Homo sapiens). recombinant LYP phosphatase, fluorescence intensity; higher % means a stronger effect. one-dose inhibition, % at 11.5 µM; IC50 in µM for titrated hits;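 note: plate controls were vehicle with enzyme for no effect and no enzyme for full effect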
Dengue-2 NS5 capping – Dengue-2 NS5 methyltransferase inhibitors, primary screen, biochemical, confirmation dose response (AID 588689) | inhibition, % at 25 µM, or IC50 in µM where a hit was titrated | Dengue-2 NS5 methyltransferase capping enzyme assay, biochemical; higher % means a stronger effect | Genome polyprotein (Dengue virus type 2 (strain 16681-PDK53)) | 0.3% of 340,000 active; in the data active = a potency from the dose series; inconclusive = inhibition above about 29% without an active follow-up result
NOD2 inhibition – NOD2 signaling inhibitors, cell-based, luminescence, uHTS, HEK293 (AID 1566). 0.63% of 290,000 active. HEK293 NOD2/NF-kB luciferase reporter, luminescence; higher % means a stronger effect. one-dose inhibition, % at 4 µM; EC50 in µM for titrated hits; note: many of its hits are not listed in these tables
Myeloid diff 2 – induction of myeloid progenitor differentiation, primary screen, cell-based, flow cytometry, MLPCN library | ER-HoxA9 myeloid progenitors, lysozyme-GFP differentiation | calls only at 10 µM | 1% of 360,000 active;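 active = normalized GFP-positive differentiation at or above the plate's own cutoff, the solvent-only control mean plus 3 SD; inconclusive = no clear call, values can overlap the other calls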;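 note: cells exposed to compound for four days before flow analysis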
SIAH1 antagonists – Siah-1 peptide-binding antagonists, primary screen, biochemical, fluorescence polarization, rhodamine-plectin, uHTS (AID 1817). E3 ubiquitin-protein ligase SIAH1 (Homo sapiens). Siah-1 / rhodamine-plectin peptide fluorescence polarization; higher % means a stronger effect. displacement, % at 20 µM, or IC50 in µM where a hit was titrated. 0.02% of 290,000 active;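 active = displacement of at least 50% at 20 µM, with a fluorescence ratio check between 0.3 and a set limit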;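 note: plate controls were Siah plus tracer with DMSO for no effect and tracer alone without Siah for full effect; strong numbers were not always called active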
HIV peptide binding – inhibitors of HIV fusion peptide binding, primary screen, biochemical, uHTS, fluorescence dequenching (AID 1986). cell-free peptide binding, fluorescence dequenching, 30 min; higher % means a stronger effect. inhibition, % at 20 µM, or IC50 in µM where a hit was titrated. 0.3% of 290,000 active; in the data active = inhibition mostly above about 52%, no sharp cut-off; inactive = mostly below about 76%; note: some results filed as inactive read as strong as hits
AID2073 – inhibitors of Mint1-CaV2.2 protein interaction, biochemical, HTRF (AID 2073) | HTRF protein-protein interaction, Mint1-CaV2.2; higher % means a stronger effect | one-dose inhibition, % at 20 µM; IC50 in µM for titrated hits | 0.19% of 290,000 active; in the data active = inhibition mostly above about 51%, no sharp cut-off; inconclusive = no clear call, values can overlap the other calls; inactive = mostly below about 53%; note: some results filed as inactive read as strong as hits
XIAP displacement – XIAP antagonists, biochemical, IAP family, fluorescence polarization (AID 1018). XIAP BIR domain, fluorescence polarization peptide displacement; higher % means a stronger effect. one-dose displacement, % at 20 µM; IC50 in µM for titrated hits. 0.007% of 200,000 active; in the data active = displacement above about 50%; note: a part of the inactive calls stands beside numbers as strong as those of hits
Hep lipid drop cells 6.5 µM – recorded beside Hep lipid drop, whose call it bears; cell count; measured here: cell count, cytotoxicity flag;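 cells counted across two imaged fields per well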
Myeloid diff 2 GFP+ MAC1+ % – also measured in Myeloid diff 2; calls as there; GFP+ MAC1+ double positive, %; measured here: differentiation confirmed by MAC1 staining
The depositor's hits bear a star. Cut-off read from the data, not from the text of the source, unless noted: active = inhibition above about 50%; inactive = the rest. The list is partial; count on the stated rates, not on these rows.

`CC1(OC(=O)C2CCCC2)C(=O)C=C2C=C(c3ccsc3)N(c3ccccc3)C=C2C1=O` (configuration not stated) gave LYP phosphatase 0%, Dengue-2 NS5 capping 10%, NOD2 inhibition 7%, Myeloid diff 2 inactive, SIAH1 antagonists 2%, HIV peptide binding 22%, AID2073 -3% and Myeloid diff 2 GFP+ MAC1+ % 1.1.
Cc1cnc(CN(C)C(=O)c2ccc3oc(Cc4ccccc4)nc3c2)[nH]1 was read as Hep lipid drop 7, LYP phosphatase -6%, Dengue-2 NS5 capping -7%, NOD2 inhibition -2%, Myeloid diff 2 inactive, SIAH1 antagonists 2%, HIV peptide binding -0.4%, AID2073 9%, Hep lipid drop cells 6.5 µM 721 and Myeloid diff 2 GFP+ MAC1+ % 1.6.
`CCOC(=O)c1ccc[n+](CC(=O)Nc2cc(C(F)(F)F)ccc2Cl)c1` gave Hep lipid drop 13, LYP phosphatase -9%, Dengue-2 NS5 capping 20%, NOD2 inhibition 18%, Myeloid diff 2 inactive, SIAH1 antagonists -2%, HIV peptide binding -0.4%, AID2073 -6%, XIAP displacement -3.1%, Hep lipid drop cells 6.5 µM 699 and Myeloid diff 2 GFP+ MAC1+ % 0.5.
C/C(Cn1cnc([N+](=O)[O-])n1)=N\NC(=O)c1ccc(O)cc1O was read as Hep lipid drop -7, LYP phosphatase -9%, Dengue-2 NS5 capping -7%, NOD2 inhibition -9%, Myeloid diff 2 inactive, SIAH1 antagonists -5%, HIV peptide binding 0.7%, AID2073 -3%, XIAP displacement -9.6%, Hep lipid drop cells 6.5 µM 734 and Myeloid diff 2 GFP+ MAC1+ % 0.1.
Screening NN1C(=O)/C(=C2/Sc3ccccc3N2CCCS(=O)(=O)O)SC1=S returned Hep lipid drop -1, LYP phosphatase -7%, Dengue-2 NS5 capping -13%, NOD2 inhibition 13%, Myeloid diff 2 inactive, SIAH1 antagonists -6%, HIV peptide binding 2.9%, AID2073 -1%, Hep lipid drop cells 6.5 µM 802 and Myeloid diff 2 GFP+ MAC1+ % 0.4.
O=C(Nc1ccc(N2CCOCC2)c(Cl)c1)c1ccc(F)cc1 was read as Hep lipid drop 0, LYP phosphatase -2%, Dengue-2 NS5 capping -5%, NOD2 inhibition -42%, Myeloid diff 2 inactive, SIAH1 antagonists 4%, HIV peptide binding -0.2%, AID2073 1%, XIAP displacement -1.2%, Hep lipid drop cells 6.5 µM 729 and Myeloid diff 2 GFP+ MAC1+ % 5.8.
Screening Cc1oc(C)c(C(=O)Nc2ccc(CC(=O)O)cc2)c1C(=O)Nc1ccc(CC(=O)O)cc1 returned Hep lipid drop 6, LYP phosphatase 1%, Dengue-2 NS5 capping -7%, NOD2 inhibition 4%, Myeloid diff 2 inactive, SIAH1 antagonists -2%, HIV peptide binding 1.3%, AID2073 -3%, XIAP displacement -2.4%, Hep lipid drop cells 6.5 µM 791 and Myeloid diff 2 GFP+ MAC1+ % 0.9.
Screening Cc1cccc(Cc2cnc(NC(=O)CN3C(=O)/C(=C/c4ccccc4)SC3=S)s2)c1 returned Hep lipid drop 5, LYP phosphatase 16%, Dengue-2 NS5 capping 3%, NOD2 inhibition -5%, Myeloid diff 2 inactive, SIAH1 antagonists -1%, HIV peptide binding 4.5%, AID2073 9%, XIAP displacement -5.7%, Hep lipid drop cells 6.5 µM 719 and Myeloid diff 2 GFP+ MAC1+ % 0.7.
For COc1ccc(CN2C(=O)C3C4C=CC(C4)C3C2=O)cc1 (configuration not stated) the results were LYP phosphatase -3%, Dengue-2 NS5 capping 2%, NOD2 inhibition 12%, Myeloid diff 2 inactive, SIAH1 antagonists 2%, HIV peptide binding -0.2%, AID2073 2%, XIAP displacement -5.6% and Myeloid diff 2 GFP+ MAC1+ % 4.5.
Screening CCO[C@@H]1OC(C(=O)N2CCN(Cc3ccc4c(c3)OCO4)CC2)=C[C@H](C2CCCCC2)[C@H]1CCCO returned Hep lipid drop 3, LYP phosphatase 4%, Dengue-2 NS5 capping -2%, NOD2 inhibition -10%, Myeloid diff 2 inconclusive, SIAH1 antagonists -1%, HIV peptide binding 0.0%, AID2073 -7%, XIAP displacement -1.5% and Hep lipid drop cells 6.5 µM 695.
For N#Cc1ccc2[nH]cc(CCO)c2c1 the results were Hep lipid drop 11, LYP phosphatase -7%, Dengue-2 NS5 capping -6%, NOD2 inhibition 9%, Myeloid diff 2 inactive, SIAH1 antagonists 3%, HIV peptide binding 1.8%, AID2073 6%, Hep lipid drop cells 6.5 µM 783 and Myeloid diff 2 GFP+ MAC1+ % 1.0.
Screening O=C(O)c1ccc(NC(=O)c2ccc(COc3ccc(Cl)cc3)o2)cc1 returned Hep lipid drop 2, LYP phosphatase -4%, Dengue-2 NS5 capping -5%, NOD2 inhibition 24%, Myeloid diff 2 inactive, SIAH1 antagonists 8%, HIV peptide binding 6.5%, AID2073 13%, Hep lipid drop cells 6.5 µM 842 and Myeloid diff 2 GFP+ MAC1+ % 1.5.
Screening COc1ccccc1OCC(=O)/C=C1/N(C)c2ccccc2C1(C)C returned Hep lipid drop 6, LYP phosphatase 1%, Dengue-2 NS5 capping -6%, NOD2 inhibition 2%, Myeloid diff 2 inactive, SIAH1 antagonists -8%, HIV peptide binding 3.0%, AID2073 9%, XIAP displacement -9.4%, Hep lipid drop cells 6.5 µM 655 and Myeloid diff 2 GFP+ MAC1+ % 0.3.
Screening COc1ccccc1NC(=O)C1CCCN(S(=O)(=O)c2c(C)noc2C)C1 (configuration not stated) returned Hep lipid drop -1, LYP phosphatase -9%, Dengue-2 NS5 capping -6%, NOD2 inhibition -3%, Myeloid diff 2 inactive, SIAH1 antagonists -1%, HIV peptide binding 0.6%, AID2073 1%, Hep lipid drop cells 6.5 µM 773 and Myeloid diff 2 GFP+ MAC1+ % 3.5.
`O=C(CSc1nnc(Cn2nnc3ccccc32)o1)N(Cc1ccc(Cl)cc1)c1ccccc1` gave Hep lipid drop -45, LYP phosphatase -5%, Dengue-2 NS5 capping -5%, NOD2 inhibition 37%, Myeloid diff 2 inactive, SIAH1 antagonists 0%, HIV peptide binding -1.1%, AID2073 2%, XIAP displacement -1.3%, Hep lipid drop cells 6.5 µM 713 and Myeloid diff 2 GFP+ MAC1+ % 1.8.
For O=C(COc1cccc(NC(=O)c2ccco2)c1)c1ccc(F)cc1 the results were Hep lipid drop -1, LYP phosphatase -4%, NOD2 inhibition -29%, Myeloid diff 2 inactive, SIAH1 antagonists 1%, HIV peptide binding -2.0%, AID2073 0%, XIAP displacement -4.8%, Hep lipid drop cells 6.5 µM 660 and Myeloid diff 2 GFP+ MAC1+ % 0.8.
For COc1ccc(-c2csc(NC(=O)c3nc(-c4ccccc4)oc3C)n2)cc1 the results were LYP phosphatase -4%, Dengue-2 NS5 capping -6%, NOD2 inhibition 0%, Myeloid diff 2 inactive, SIAH1 antagonists 2%, HIV peptide binding -0.2%, AID2073 6%, XIAP displacement -4.7% and Myeloid diff 2 GFP+ MAC1+ % 0.8.
CCCCc1c(O)nc(SCC(=O)Nc2ccc3c(c2)CCC3)[nH]c1=O was read as LYP phosphatase 2%, NOD2 inhibition -13%, Myeloid diff 2 inactive, SIAH1 antagonists 2%, HIV peptide binding 1.4%, AID2073 -7%, XIAP displacement -2.6% and Myeloid diff 2 GFP+ MAC1+ % 1.1.
Screening CN1CCN(C(=O)/C(=C\c2cccs2)NC(=O)c2ccco2)CC1 returned Hep lipid drop 5, LYP phosphatase 4%, Dengue-2 NS5 capping 3%, NOD2 inhibition 15%, Myeloid diff 2 inactive, SIAH1 antagonists 5%, HIV peptide binding -1.1%, AID2073 5%, XIAP displacement -3.6%, Hep lipid drop cells 6.5 µM 667 and Myeloid diff 2 GFP+ MAC1+ % 1.0.
For COc1ccc(CN2C(=O)c3ccccc3C(/C=N\OCc3ccc(C)cc3)C2=O)cc1 (configuration not stated) the results were LYP phosphatase -3%, Dengue-2 NS5 capping -20%, NOD2 inhibition -5%, Myeloid diff 2 inactive, SIAH1 antagonists 5%, HIV peptide binding -2.3%, AID2073 18%, XIAP displacement -2.1% and Myeloid diff 2 GFP+ MAC1+ % 0.5.
Screening CN(C)c1ccc(-c2nnn(Cc3ccccc3Br)n2)cc1 returned LYP phosphatase -10%, Dengue-2 NS5 capping -2%, NOD2 inhibition -36%, Myeloid diff 2 inactive, SIAH1 antagonists -3%, HIV peptide binding -0.5%, AID2073 11%, XIAP displacement -1.4% and Myeloid diff 2 GFP+ MAC1+ % 1.7.
`CC(C)c1nnc(NC(=O)CCC(=O)NC2CC2)s1` gave Hep lipid drop 8, LYP phosphatase -11%, Dengue-2 NS5 capping -5%, NOD2 inhibition 1%, Myeloid diff 2 inactive, SIAH1 antagonists 5%, HIV peptide binding 0.1%, AID2073 10%, Hep lipid drop cells 6.5 µM 724 and Myeloid diff 2 GFP+ MAC1+ % 1.5.
`CCCS(=O)(=O)Nc1c(C(=O)O)[nH]c2ccccc12` gave Hep lipid drop 2, LYP phosphatase -7%, Dengue-2 NS5 capping -9%, NOD2 inhibition -30%, Myeloid diff 2 inactive, SIAH1 antagonists 1%, HIV peptide binding -0.7%, AID2073 5%, XIAP displacement -3.6%, Hep lipid drop cells 6.5 µM 588 and Myeloid diff 2 GFP+ MAC1+ % 2.6.
Screening CCSc1nnc(-c2ccc(Cl)cc2)c2ccccc12 returned LYP phosphatase 0%, Dengue-2 NS5 capping -2%, NOD2 inhibition 10%, Myeloid diff 2 inactive, SIAH1 antagonists 7%, HIV peptide binding 16%, AID2073 -10%, XIAP displacement -3.0% and Myeloid diff 2 GFP+ MAC1+ % 0.4.

Quoted at random: two records from the list.
`CCCS(=O)(=O)Nc1c(C(=O)O)[nH]c2ccccc12` gave Hep lipid drop 2, LYP phosphatase -7%, Dengue-2 NS5 capping -9%, NOD2 inhibition -30%, Myeloid diff 2 inactive, SIAH1 antagonists 1%, HIV peptide binding -0.7%, AID2073 5%, XIAP displacement -3.6%, Hep lipid drop cells 6.5 µM 588 and Myeloid diff 2 GFP+ MAC1+ % 2.6.
Screening CN(C)c1ccc(-c2nnn(Cc3ccccc3Br)n2)cc1 returned LYP phosphatase -10%, Dengue-2 NS5 capping -2%, NOD2 inhibition -36%, Myeloid diff 2 inactive, SIAH1 antagonists -3%, HIV peptide binding -0.5%, AID2073 11%, XIAP displacement -1.4% and Myeloid diff 2 GFP+ MAC1+ % 1.7.
